Bcl-2 Bim block – disrupts Bim peptide binding to human Bcl-2. P10415. Bead-based flow cytometry, Bim peptide-Bcl-2 binding. inhibition, % at 10 µM. 190,000 tested, 0.06% active; in the data active = inhibition above about 40%; inconclusive = no clear call, values can overlap the other calls;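 note: 0% = no compound wells with probe peptide and 100% = reference peptide inhibitor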
Target sequence (P10415 whole entry, looked up): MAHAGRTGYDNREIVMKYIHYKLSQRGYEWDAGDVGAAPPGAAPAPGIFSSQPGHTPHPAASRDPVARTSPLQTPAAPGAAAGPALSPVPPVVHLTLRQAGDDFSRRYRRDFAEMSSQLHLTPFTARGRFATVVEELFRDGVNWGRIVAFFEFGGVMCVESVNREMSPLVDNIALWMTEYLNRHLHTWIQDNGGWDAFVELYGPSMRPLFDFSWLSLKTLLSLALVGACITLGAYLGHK
Bim-Bcl-XL – inhibitors of Bim-Bcl-XL interaction, human; inhibition, % at 10 µM; AID 1007; 190,000 tested, 0.04% active; Bim peptide-Bcl-XL binding, bead flow cytometry, fluorescence
Target sequence (Q07817 whole entry, looked up): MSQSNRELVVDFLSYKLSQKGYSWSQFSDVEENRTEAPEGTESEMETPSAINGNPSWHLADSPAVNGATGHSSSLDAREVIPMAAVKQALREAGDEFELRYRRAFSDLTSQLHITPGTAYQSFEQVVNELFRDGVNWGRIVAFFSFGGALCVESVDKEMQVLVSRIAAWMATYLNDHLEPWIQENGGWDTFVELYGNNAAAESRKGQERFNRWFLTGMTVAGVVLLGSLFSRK
RGS4-Gao reg – human RGS4-Galphao interaction regulation; 220,000 tested, 0.33% active; Multiplexed bead flow cytometry, RGS4-Galphao binding; actives lie on both sides; binding response (% of control), % at 10 µM; AID 1415; in the data active = binding response below about 49% or above about 150%; inactive = in between;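 note: fluorescent Galphao activated with aluminum fluoride binding bead-coupled RGS4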
Target sequence (P09471 whole entry, looked up): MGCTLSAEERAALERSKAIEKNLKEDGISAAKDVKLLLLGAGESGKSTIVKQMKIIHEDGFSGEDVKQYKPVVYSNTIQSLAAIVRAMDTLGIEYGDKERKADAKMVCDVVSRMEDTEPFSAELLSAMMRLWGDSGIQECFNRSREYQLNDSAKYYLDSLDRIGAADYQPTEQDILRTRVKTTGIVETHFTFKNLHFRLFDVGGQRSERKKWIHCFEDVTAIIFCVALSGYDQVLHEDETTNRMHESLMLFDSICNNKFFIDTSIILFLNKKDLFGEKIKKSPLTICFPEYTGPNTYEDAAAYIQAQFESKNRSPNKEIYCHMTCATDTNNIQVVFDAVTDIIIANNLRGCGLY
RGS7-Gao – modulates binding of RGS7 to human Galphao | P09471 | Multiplexed bead flow cytometry; actives lie on both sides | binding response (% of control), % at 10 µM | 220,000 tested, 0.35% active | AID 1439; in the data active = binding response below about 49% or above about 150%; inconclusive = no clear call, values can overlap the other calls; inactive = in between;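 note: fluorescent Galphao held in activated GDP-AlF4 state binding bead-coupled RGS7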
Bcl-B Bim block – disrupts Bim peptide binding to human Bcl-B | Q9HD36 | bead-based flow cytometry | inhibition, % at 10 µM | 190,000 tested, 0.073% active | AID 951;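 note: 0% = tracer peptide without compound and 100% = reference inhibitor peptide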
Bim-Bfl-1 – human Bim-Bfl-1 interaction inhibition. Q16548. Bead-based flow cytometry, Bim-Bfl-1 binding inhibition. inhibition, % at 10 µM. 190,000 tested, 0.12% active. AID 1008;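 note: 0% = wells without compound plus tracer and 100% = blocker peptide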
RGS8-Gao – modulates binding of RGS8 to human Galphao | 220,000 tested, 0.34% active | AID 1423 | response (percent of control binding), % at 10 µM | P09471 | multiplexed bead flow cytometry; actives lie on both sides; in the data active = response below about 60% or above about 140%; inactive = in between;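 note: Galphao activated as the GDP aluminium fluoride complex binding bead-coupled RGS8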
ABCG2 inh – blocks JC-1 efflux by human ABCG2 transporter | AID 1325 | 190,000 tested, 0.1% active | Q9UNQ0 | IgMXP3 cells, flow cytometry | inhibition, % at 6.6 µM;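 active = inhibition above 80%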;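 note: 0% = DMSO and 100% = nicardipine control wells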
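Test system: IgMXP3 (ABCG2) plus far-red-tagged CCRF-Adr (ABCB1) cells / Amount: 3 million cells/mL in well / Reagent: JC-1 transporter substrate / Timing: 10 min compound exposure, 25 °C / Signal: flow cytometry, 530 nm JC-1 signal / Read-out: percent efflux inhibition, scaled nicardipine 100% to DMSO 0% / Benchmarks: nicardipine as high control, DMSO as low control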
Bim-Bcl-W – inhibitors of Bim-Bcl-W interaction, human; Q92843; bead-based flow cytometry, Bim peptide-Bcl-W binding; inhibition, % at 10 µM; 190,000 tested, 0.02% active; AID 952;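 note: 0% = bound tracer without compound and 100% = peptide blocker; higher means less fluorescent Bim peptide bound to Bcl-W beads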
ABCB1 block – blocks JC-1 efflux by human ABCB1 transporter; CCRF-Adr cells, flow cytometry; inhibition, % at 6.6 µM; AID 1326; 190,000 tested, 0.067% active; in the data active = inhibition above about 40%;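 note: 0% = vehicle and 100% = reference inhibitor; higher value means more JC-1 retained so stronger ABCB1 efflux block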
Mcl-1 Bim block – inhibitors of Bim-Mcl-1 interaction, human | Q07820 | inhibition, % at 10 µM | 190,000 tested, 0.1% active | Bead-based flow cytometry, Bim peptide-Mcl-1 binding;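 note: 0% = no compound tracer wells and 100% = peptide blocker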
* marks the source's active call; other numbers are inactive results; ? = inconclusive; nt = no result given. Cut-off read from the data, not from the text of the source, unless noted: active = inhibition above about 40%.

cpd	molecule	RGS8-Gao	RGS4-Gao reg	Bim-Bfl-1	Bcl-B Bim block	RGS7-Gao	ABCG2 inh	Bcl-2 Bim block	Bim-Bcl-W	Mcl-1 Bim block	Bim-Bcl-XL	ABCB1 block
1	CCOC(=O)c1cc(-c2ccccc2)sc1NC(=O)CSc1nncs1	93	93	-5	-5	86	3	-3	0	0	-3	0.3
2	Cc1ccc(S(=O)(=O)NCC(c2ccco2)N2CCOCC2)cc1 (stereo unspecified)	103	103	-3	-4	104	1	-1	-3	-6	-3	1.3
3	Cc1nn(C)cc1CN(C)C(=O)c1cc(COc2ccc(F)cc2F)on1	96	98	-6	-8	102	-2	-8	-3	-3	-5	-0.7
4	Cc1ccc(C2(c3noc(CN4C[C@@H](C)O[C@@H](C)C4)n3)CCCC2)cc1	104	99	-8	-4	101	0	-3	-2	1	-3	0.1
5	O=C(N/N=C\c1ccco1)Nc1cccc(Cl)c1	117	104	30	18	109	nt	23	23	24	31	nt
6	Cc1ccccc1-n1c(=O)cc(N2CCc3ccccc3C2)[nH]c1=O	100	101	-8	-7	100	0	-8	1	3	-5	0.3
7	Cc1cc(=O)[nH]c(-c2ccccc2O)n1	98	100	-4	-1	99	1	-3	-3	-1	0	0.7
8	COc1cc(CN2CCNC(=O)C2CC(=O)N2CCCO2)cc(OC)c1 (stereo unspecified)	102	100	-3	-2	106	5	0	0	0	0	0.0
9	N#Cc1sc2nc(C3CC3)cc(-c3ccccc3)c2c1N	96	96	-12	-14	105	-8	-8	-7	-1	-7	-1.0
10	COc1ccc(CSC(=N)N)cc1[N+](=O)[O-]	106	100	-7	-6	102	2	-1	4	3	5	0.5
11	CCn1c2ccccc2c2cnc(N=CN(C)C)c(C#N)c21	102	106	0	0	102	4	0	0	-3	-2	1.5
12	CCOC(=O)c1ccc(N2C(=O)CC(N3CCC(O)(c4ccc(Cl)cc4)CC3)C2=O)cc1 (stereo unspecified)	98	100	-10	-1	102	2	-4	-3	-1	-4	0.5
13	CCCC[n+]1ccc(-c2nc3ccc([N+](=O)[O-])cc3[nH]2)cc1	91	103	-3	-5	105	4	-3	-2	-3	-5	0.9
14	CCn1c(=O)cc(OCC(=O)N2CCN(c3cccc(C(F)(F)F)c3)CC2)c2ccccc21	101	99	-1	-5	100	2	1	0	-1	-1	0.6
15	O=C1CCCN1c1cccc(Br)c1	110	101	2	0	101	1	2	2	2	-3	-0.2
16	CC1(C)CC(CC(=O)O)(c2ccccc2)CCO1 (stereo unspecified)	97	98	4	3	97	-2	-2	0	0	0	-0.4
17	O=C(CN1CCCN(Cc2ccc(F)cc2Cl)C1=O)NC1CCCC1	103	103	-5	-4	106	0	-3	-1	-2	-1	0.7
18	O=C(CCN1CCOCC1)N1CCc2c([nH]c3ccccc23)C1c1cccc(Cl)c1 (stereo unspecified)	101	101	-5	-3	100	8	-1	-2	-2	-2	2.0
19	COc1ccccc1CCc1nnc(CCC(=O)NC(C)Cc2cccnc2)o1 (stereo unspecified)	102	101	-4	-4	93	1	-1	-3	0	-1	0.2
20	CCCn1c(Sc2nnnn2-c2ccccc2)n[nH]c1=O	98	100	-6	-2	102	12	4	-2	-5	-8	0.8
21	CSc1nc2c(c(=O)[nH]1)C(c1ccc(Br)cc1)CC(=O)N2 (stereo unspecified)	101	101	-3	1	100	3	0	0	0	-1	0.6
22	CC(OC(=O)c1ccc(Cl)nc1)C(=O)NC(C)(C)C (stereo unspecified)	98	99	4	0	97	-2	-1	-3	-2	-1	-0.8
23	O=S(=O)(Nc1ccc(-n2cccc2)cc1)c1ccc(F)cc1	102	99	-4	-3	96	0	-1	-1	0	0	-0.2
24	CC(C)C(=O)N1CCC(c2nc(-c3ccc(S(=O)(=O)N4CCCC4)cc3)no2)CC1	96	94	-3	-3	92	-3	-3	-3	-5	-2	0.1
25	CCOc1ccc(-c2nc(N)ncc2Oc2cccc(OC)c2)c(O)c1	101	101	-20	-11	97	26	-13	-2	-5	-8	-0.9

Copied from the list.
Bim-Bcl-W with O=C(N/N=C\c1ccco1)Nc1cccc(Cl)c1 : 23
ABCG2 inh with O=S(=O)(Nc1ccc(-n2cccc2)cc1)c1ccc(F)cc1 : 0
Bim-Bcl-W with Cc1ccccc1-n1c(=O)cc(N2CCc3ccccc3C2)[nH]c1=O : 1
Bcl-2 Bim block with CC1(C)CC(CC(=O)O)(c2ccccc2)CCO1 (stereo unspecified) : -2
Bim-Bcl-XL with CC(OC(=O)c1ccc(Cl)nc1)C(=O)NC(C)(C)C (stereo unspecified) : -1
ABCG2 inh with CCOc1ccc(-c2nc(N)ncc2Oc2cccc(OC)c2)c(O)c1 : 26
Bim-Bcl-W with O=C1CCCN1c1cccc(Br)c1 : 2

(more compounds)
cpd	molecule	RGS8-Gao	RGS4-Gao reg	Bim-Bfl-1	Bcl-B Bim block	RGS7-Gao	ABCG2 inh	Bcl-2 Bim block	Bim-Bcl-W	Mcl-1 Bim block	Bim-Bcl-XL	ABCB1 block
26	Cc1ccc(NC(=O)CSc2nnc(-c3cccs3)o2)cc1S(=O)(=O)N1CCCCC1	98	96	-4	-3	95	0	-5	-2	-1	-5	-0.7
27	COc1ccccc1C(=O)NNC(=O)c1nn(Cc2ccccc2)c(=O)c2ccccc12	100	101	-4	-3	96	3	-3	0	1	-3	1.5
28	COCCCNC(=S)NC(=O)c1ccc([N+](=O)[O-])cc1	102	101	0	-5	99	7	-1	-2	-1	-3	1.1
29	CCc1nc(SCC(=O)O)c(C#N)c2c1CCCC2	102	102	-3	-1	103	0	1	0	3	-1	0.0
30	CCOC(=O)c1cccc(NC(=O)CSc2nnnn2CC)c1	100	100	-2	0	99	7	0	0	-1	-1	0.9
31	Cc1cccc(NC(=O)Nc2ccc([N+](=O)[O-])cc2)n1	106	103	-4	-5	?	5	0	-7	-2	-2	-0.1
32	C/C(=N\NC(=O)CC#N)c1cc2ccccc2oc1=O	101	101	-9	-13	93	8	-7	-5	-4	-7	0.1
33	Cc1ccc(S(=O)(=O)C(C#N)c2nc3ccccc3nc2N2CCN(C)CC2)cc1 (stereo unspecified)	103	103	-2	-3	100	-6	-5	-5	-5	-12	-0.6
34	N#C/C(=C/c1ccc([N+](=O)[O-])cc1)C(N)=O	110	108	-7	-6	110	0	-1	0	2	1	-0.1
35	CNC(=O)N(O)C1N(C)C(=O)N(Cc2ccccc2)C1(C)C (stereo unspecified)	102	103	-3	0	104	1	-2	0	-3	0	0.3
36	O=C(NCCOc1ccc(Cl)cc1)C1CC(=O)N(c2ccc(F)cc2)C1 (stereo unspecified)	100	98	-1	0	100	3	3	1	1	0	0.9
37	Cc1nc(S(=O)(=O)N(C)c2ccccc2)c(C#N)c(C)c1Cl	101	101	0	-5	106	15	-5	-5	-3	-6	1.5
38	COC(=O)c1cc2sccc2n1Cc1ccc(C)cc1	100	100	-6	-6	99	0	-4	-3	-2	-9	0.0
39	Cc1ccn2cc(-c3cccc([N+](=O)[O-])c3)nc2c1	100	102	-3	-4	107	39	-2	0	0	-1	2.5
40	COC(=O)C1(c2ccccc2)NC(c2cccs2)C2C(=O)N(c3ccccc3)C(=O)C21 (stereo unspecified)	102	101	-3	-2	103	2	0	-1	-2	-4	1.4
41	Cn1nnnc1SCCOc1ccc(C#N)cc1	100	104	-1	-2	103	1	0	0	0	0	-0.2
42	Cc1nc(-c2ccccc2)sc1-c1nc(-c2ccncc2)ncc1S(=O)(=O)c1ccccc1	101	96	0	-2	102	3	0	-2	0	0	3.3
43	CC(C)C(=O)NC(=S)Nc1ccc(S(=O)(=O)Nc2ccccc2)cc1	91	98	11	22	94	-9	6	16	14	14	-1.2
44	Cc1[nH]c(=O)c(C(=O)/C=C/c2ccccc2)c2c1CCCC2	101	99	-16	-12	99	6	-12	-3	-4	-1	0.7
45	CC(=O)Nc1ccc(C(C#N)c2ccccc2)cc1 (stereo unspecified)	106	107	-5	-2	106	0	-4	2	-2	0	0.0
46	O=S(=O)(c1cccc2nsnc12)N1CCN(c2ncccn2)CC1	96	97	-21	-11	100	7	-14	-3	-3	-9	1.8
47	CCC(=O)Nc1ccc(OC)cc1OC	108	109	0	1	103	1	5	2	-5	1	0.1
48	Cc1ccc(CNC(=O)CN(C)S(=O)(=O)c2cccc3cccnc23)cc1	100	98	-8	-5	103	1	-9	1	0	-5	0.6
49	COc1cc(CCC(=O)Nc2cccc(S(=O)(=O)N(C)C)c2)cc(OC)c1OC	105	96	-16	-8	103	3	-6	-4	-1	-7	0.1

Another view of some results above.
(42) Cc1nc(-c2ccccc2)sc1-c1nc(-c2ccncc2)ncc1S(=O)(=O)c1ccccc1
(38) COC(=O)c1cc2sccc2n1Cc1ccc(C)cc1
(43) CC(C)C(=O)NC(=S)Nc1ccc(S(=O)(=O)Nc2ccccc2)cc1
(45) CC(=O)Nc1ccc(C(C#N)c2ccccc2)cc1 (stereo unspecified)

assay / entry,42,38,43,45
RGS8-Gao,101,100,91,106
RGS4-Gao reg,96,100,98,107
Bim-Bfl-1,0,-6,11,-5
Bcl-B Bim block,-2,-6,22,-2
RGS7-Gao,102,99,94,106
ABCG2 inh,3,0,-9,0
Bcl-2 Bim block,0,-4,6,-4
Bim-Bcl-W,-2,-3,16,2
Mcl-1 Bim block,0,-2,14,-2
Bim-Bcl-XL,0,-9,14,0
ABCB1 block,3.3,0.0,-1.2,0.0

Bioassay records as filed in PubChem.
